EP2 mod: modulators of human EP2 prostaglandin E2 receptor. P43116. EP2-expressing cells, cAMP HTRF FRET, PGE2 co-stimulation. induction, % at 25 µM. hit rate 0.83% among 260,000. AID 940;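 active = compounds whose cAMP rise, as percent of the full-agonist control response, exceeds 60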;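 note: rat C6 glioma line stably carrying human EP2 under a CMV promoter; the protocol text gives 20 µM as final concentration; 100% = response of wells given 1 µM PGE2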
Target sequence (P43116 whole entry, looked up): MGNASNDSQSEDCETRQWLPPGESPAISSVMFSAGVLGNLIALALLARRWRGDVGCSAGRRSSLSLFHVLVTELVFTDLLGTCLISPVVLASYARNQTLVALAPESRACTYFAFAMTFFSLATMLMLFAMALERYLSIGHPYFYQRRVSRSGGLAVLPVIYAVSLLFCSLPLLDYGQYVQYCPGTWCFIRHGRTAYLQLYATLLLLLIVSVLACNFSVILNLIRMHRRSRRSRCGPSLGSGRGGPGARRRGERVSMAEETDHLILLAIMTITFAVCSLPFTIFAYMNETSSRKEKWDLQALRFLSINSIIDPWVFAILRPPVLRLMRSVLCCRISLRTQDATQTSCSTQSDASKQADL
EP2 antag: inhibitors of human EP2 prostaglandin E2 receptor. inhibition, % at 25 µM. hit rate 0.52% among 260,000. C6 glioma cells expressing human EP2, cAMP TR-FRET; cells stimulated with saturating PGE2. P43116;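 active = percent inhibition above 40 after rounding to a whole number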;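 note: rat C6 glioma host cells with rolipram phosphodiesterase inhibitor present; the protocol text gives 20 µM as final concentration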
PERK inhibitor: inhibitors of human PERK kinase | CHO PERK-DD fusion, SEAP luminescence translation reporter | Q9NZJ5 | inhibition, % at 5.6 µM | AID 1416 | hit rate 0.17% among 220,000;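 active = inhibition above the mean inhibition of all tested compounds plus 3 SD, set separately per screening campaign, cut at about 2.9% in these data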;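 note: PERK kinase domain activated by AP20187 dimerizer at 100 nM; 0% = DMSO with dimerizer and 100% = rapamycin at 8.4 µM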
Runt-CBFb FRET: Runt domain-CBFb interaction inhibition; Q01196+Q13951; Cerulean-Runt/Venus-CBFb FRET ratio 530/480, 1 h; inhibition, % at 20 µM; hit rate 0.46% among 220,000; AID 1496;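 active = inhibition over about 50% at 20 µM in the single-dose screen, limit read from the data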;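 note: 0% = DMSO wells and 100% = excess unlabeled CBFb competitor control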
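Doses: 20 µM compound in 1% DMSO | Material: Cerulean-labeled Runt domain protein | Amount: Each fluorescent fusion protein 100 nM | Schedule: Two 1 h room-temperature incubations shielded from light | Measured by: FRET fluorescence | Evaluation: Loss of energy transfer signal | Controls: Unlabeled CBFb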
RBBP9 inh: inhibitors of human serine hydrolase RBBP9. hit rate 0.2% among 220,000. recombinant RBBP9, FP-Rh probe fluorescence polarization. inhibition, % at 7.94 µM. O75884. AID 1515;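 active = inhibition above the campaign mean of all tested compounds plus 3 SD, cut at about 14% in these data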;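 note: plate controls were DMSO wells with RBBP9 for no effect and wells lacking RBBP9 protein for full effect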
Target sequence (O75884 whole entry, looked up): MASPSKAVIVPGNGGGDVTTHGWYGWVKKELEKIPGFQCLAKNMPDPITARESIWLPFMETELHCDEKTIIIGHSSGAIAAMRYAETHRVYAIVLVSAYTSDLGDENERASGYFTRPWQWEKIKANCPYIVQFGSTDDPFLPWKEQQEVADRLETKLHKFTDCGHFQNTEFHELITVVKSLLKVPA
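Test system: recombinant human RBBP9; Timing: 30 min then 45 min, 25 °C; Detection: fluorescence polarization; Control set: RBBP9 with DMSO as uninhibited control, no-protein wells as full inhibition; Compound dosing: one concentration, 7.94 µM nominal, 0.794% DMSO; Probe or stimulus: FP-Rh activity-based probe, 375 nM before mixing.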
Hck-Nef inh: inhibitors of human Hck kinase activated by Nef; Recombinant Hck-YEEI plus Nef, Z-Lyte FRET kinase assay; inhibition, % at 20 µM; hit rate 0.68% among 220,000;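 active = Hck-Nef kinase inhibition above about 50%, limit read from the data; inactive = inhibition below that limit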;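 note: 0% = DMSO with Hck plus Nef and 100% = Hck alone without Nef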
L929 necroptosis: blocks zVAD induced death of L929 cells. viability rescue, % at 10 µM. L929 zVAD necroptosis rescue, ATP luminescence, 24 h; with zVAD 60 µM. hit rate 0.38% among 220,000. AID 1377;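 active = activation, scaled between plate controls, above about 75%, limit read from the data; inactive = activation under that limit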;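 note: 0% = zVAD with DMSO and 100% = DMSO alone without zVAD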
Runt-SMMHC FRET: blocks binding of human RUNX1 Runt domain to CBFb-SMMHC; Q01196+Q13951; AID 1434; hit rate 0.74% among 220,000; inhibition, % at 20 µM; Cerulean-Runt/Venus-CBFb-SMMHC FRET ratio 530/480, 1 h;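 active = mean inhibition across duplicate retests at 20 µM reaching about 50%, limit read from the data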;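 note: 0% = DMSO wells and 100% = wells with excess untagged CBFb-SMMHC; inhibitors lower the FRET ratio by blocking Runt binding to CBFb-SMMHC; some results filed as inactive read as strong as hits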
TNF death inh: TNF-alpha cell death inhibition in Jurkat FADD-/- cells. Jurkat FADD-/- TNF necroptosis rescue, ATP luminescence, 24 h; 0 = TNF only, 100 = no-TNF cells. activation (protection from cell death), % at 10 µM. hit rate 0.068% among 220,000;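 active = activation, meaning protection from cell death, of at least 50% relative to plate controls; inactive = activation below 50%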;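 note: necroptosis triggered by 40 ng/mL TNF-alpha added together with compound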
* hit, by the source's call; . = not tested or not shown; & = joins results of further samples. An excerpt; the hit share may differ from the screen's.

SMILES	EP2 mod	EP2 antag	PERK inhibitor	Runt-CBFb FRET	RBBP9 inh	Hck-Nef inh	L929 necroptosis	Runt-SMMHC FRET	TNF death inh
O=C(NCC1CCCO1)C1CCN(S(=O)(=O)c2cccc3cccnc23)CC1 (stereo not drawn)	-3	18	1.0	0	0	19	1.6	-2	1.6
O=C(/C=C/c1ccco1)NC1=NCCS1	-8	4	0.1	0	4	-1	0.9	3	1.5
Cc1cccc(N2C(=O)CN(Cc3cccs3)C2=S)c1	-35	16	0.1	0	-5	15	-1.0	-1	-1.4
C[C@H](CO)NC(=O)[C@H](C)[C@H]1C[C@]1(C)[C@H](NC(=O)OCc1ccccc1)c1ccccc1	19	10	-0.3	-2	-10	-2	1.2	1	-0.5
O=C1CSC(c2ccccn2)N1Cc1cn2ccccc2n1 (stereo not drawn)	12	14	0.9	1	-2	3	0.3	4	-2.0
CCc1nn(CC(=O)NCCN2CCN(C)CC2)c(=O)c2cc3occc3n12	1	10	0.4	0	-10	-1	2.3	-7	0.5
Cc1nc(C2CCC3C4CCC5=CC(=O)CC[C@]5(C)C4CC[C@]23C)cs1 (stereo partly drawn)	21	4	1.2	-5	0	18	0.1	-2	-11
CCOP(=O)(OCC)C(NC(=O)Nc1c(C)cc(C)cc1C)c1ccccc1 (stereo not drawn)	24	6	1.0	-4	8	19	0.5	3	1.2
Cc1ccc(C(=O)N2CCOCC2)cc1Cl	18	8	1.4	1	-5	1	0.2	-4	-0.6
CCCC1=C(C(=O)OCC)C(c2cccs2)C(C#N)=C(N)O1 (stereo not drawn)	63*	11	0.8	5	9	0	-0.3	6	-1.0
Cn1c(NCC(O)CO)nc2c1c(=O)n(Cc1ccc(Cl)c(Cl)c1)c(=O)n2C (stereo not drawn)	-4	10	0.5	.	-8	0	-0.1	1	-5.3
Cc1nc(-c2cccc(NS(=O)(=O)c3ccccc3)c2)cs1	7	4	-0.2	3	1	3	-0.7	2	1.0
O=C(C1=C[C@H](c2ccc3c(c2)OCO3)C[C@H](OCCCCO)O1)N1CCOCC1	-1	4	1.7	0	0	-1	-0.1	-6	0.4
Cc1ccc(Cn2ncc3c(N4CCCC4)ncnc32)cc1	26	16	0.5	-1	-3	6	-0.1	-1	-0.2
CN(C)CCNC(=O)c1ccc2c(c1)N(Cc1ccc(F)cc1)CCS2	10	8	-0.5	4	4	4	3.2	4	-2.1
NS(=O)(=O)c1ccc(CCNC(=O)CSc2nc3ccsc3c(=O)n2CCCCC(=O)O)cc1	9	8	0.1	1	-5	28	-0.3	2	1.7
O=C(NNC(=O)c1cccnc1)Nc1ccc([N+](=O)[O-])cc1	13	8	-0.1	2	1	0	-1.3	0	2.1
O=C(CN1CCN(Cc2ccccc2)CC1)N1CCN(c2ccccc2)CC1	-9	8	0.3	0	-5	3	0.0	1	1.9
CC(=O)NNC(=O)CCC(=O)Nc1ccccc1	14	8	1.0	.	2	0	1.7	-8	0.4
Cc1ccnc(SCC(=O)N2CCC(C(N)=O)CC2)n1	17	3	1.1	1	-4	-3	0.1	-3	-1.0
O=C(NCCCCc1ccccc1)C1CC(c2ccccc2[N+](=O)[O-])=NO1 (stereo not drawn)	-19	20	0.7	-1	-10	3	0.1	2	-1.4
CCOc1ccc(/C=C2\SC(=S)N(CC(=O)N(CCO)C(C)(C)C)C2=O)cc1	1	3	0.3	-4	-1	11	3.2	2	2.3
CCc1ccc(OS(=O)(=O)c2cn(C)c(=O)n(C)c2=O)cc1	-9	5	0.3	-1	-6	10	-0.3	1	0.2
CCCCOC(=O)/C(=C\c1ccc([N+](=O)[O-])o1)NC(=O)c1ccccc1	16	24	0.3	-15	-4	10	-1.3	-27	-3.3
O=C(O)c1ccc(Nc2nc(-c3ccccc3)c3ccccc3n2)cc1	-44	9	1.2	0	3	12	4.1	-8	1.4
S=c1[nH]nc(C2CCCCC2)n1/N=C/c1ccc(Br)s1	63*	7	1.1	10	3	-1	1.1	22	-3.3
COc1ccccc1NC(=O)C1=C(C)Nc2ncnn2C1c1ccccc1C (stereo not drawn)	-1	4	-1.3	-1	-7	0	0.7	-7	0.8
Cc1ccc(/C=N/c2sc3c(c2C(N)=O)CCCC3)o1	-10	3	1.7	9	-7	11	3.2	2	0.1
COc1cc(C(CC(=O)O)n2cnnn2)ccc1OC(C)C (stereo not drawn)	20	6	1.8	-1	-6	-1	0.8	3	-0.1
CCOC(=O)C1=C(CSc2nc(-c3ccccc3)ccc2C#N)OC(N)=C(C#N)C1c1ccccc1 (stereo not drawn)	9	8	-0.4	9	-23	-2	-0.3	-21	-6.6

The list goes on.
The line under a structure holds: EP2 mod	EP2 antag	PERK inhibitor	Runt-CBFb FRET	RBBP9 inh	Hck-Nef inh	L929 necroptosis	Runt-SMMHC FRET	TNF death inh
CN(Cc1ccccc1)Cc1c[nH]c2ccccc12
  1	14	1.0	1	-11	-16	0.0	0	1.5
O=[N+]([O-])c1cccc(NC(=S)N2CCc3ccccc3C2)c1
  -56	7	0.7	4	-2	7	-0.1	-5	4.5
O=C(NCc1ccccc1)Nc1cccn(Cc2ccccc2)c1=O
  43	6	-0.7	-1	-11	-1	-0.1	-3	3.2
Cc1ccc2[nH]c3c(=O)n(CCN4CCNCC4)cnc3c2c1
  19	6	0.0	-3	-10	0	-0.2	-2	0.4
CCOC(=O)N1CCN(S(=O)(=O)c2ccc(C(=O)Nc3ccc4c(c3)C(=O)NC4=O)cc2)CC1
  8	6	0.8	-6	-6	2	0.2	1	2.4
Cc1nc(-c2ccccc2)sc1-c1nc(-c2ccncc2)ncc1S(=O)(=O)c1ccccc1
  19	.	-1.2	-8	-7	-1	-0.1	-12	-0.4
CCOC(=O)C(NC(=O)c1ccccc1)(Nc1nnc(C)s1)C(F)(F)F (stereo not drawn)
  36	13	-0.1	0	-7	14	-0.3	-2	-0.4
O=C(NCc1ccccc1)/C(=C/c1ccco1)NC(=O)c1ccco1
  -6	3	0.5	0	-1	24	-0.8	-6	0.6
CCc1ccc(OCC(=O)O/N=C(\N)Cc2ccc([N+](=O)[O-])cc2)cc1
  13	4	0.7	-1	-2	-2	0.8	-6	0.3
O=C(CCSc1ccccc1)N1CCN(c2ccccc2)CC1
  -31	3	-0.2	0	-8	25	1.1	-4	0.1
COc1ccc(S(=O)(=O)NCc2ccc3c(c2)OCO3)cc1C
  34	17	0.6	1	-7	-12	-0.1	0	0.2
CCc1nnc(NC(=O)Nc2ccc(Cl)cc2)s1
  -27	18	0.7	-1	-9	17	67	-2	2.5
Nc1nc(SCC(=O)NCC2CCCO2)[nH]c(=O)c1NC(=O)c1ccco1 (stereo not drawn)
  16	6	0.4	2	-1	-7	-1.1	0	-0.5
COc1ccc(CCNC(=O)/C(C#N)=C/c2cccc(OCc3ccccc3)c2)cc1OC
  -14	13	-0.1	-12	-12	-1	1.4	-3	3.3
COc1ccc(-c2cn(-c3ccc(C)cc3C)c(=O)[nH]2)cc1OC
  2	1	-0.3	4	-6	15	-1.6	2	-1.1
Cc1ccc(C(=O)c2ccc(C)cc2)cc1
  38	8	0.3	3	2	0	1.6	3	-4.3
c1ccc(NCc2nc(-c3ccccc3)no2)cc1
  7	13	0.9	0	-5	13	0.0	-1	13
CCOC(=O)c1c(NS(=O)(=O)c2ccc(Br)cc2)sc2c1CCC2
  -19	38	0.9	.	3	32	1.1	.	-1.6
CCc1ccc(NC(=O)Cc2ccc(-n3cccc3)cc2)cc1
  -4	4	0.1	0	-8	-2	0.9	0	1.9
CCOC(=O)N1CCC(NC(=O)Cn2cc3c(n2)CCCC3)CC1
  12	6	2.6	1	7	-4	1.3	-2	0.6
Cc1ccc(Nc2ncccc2C(=O)O)cc1C
  21	11	0.7	-1	-2	1	0.4	0	-3.5
O=C(NCc1ccncc1)c1cc2ccccc2nc1Cl
  -13	7	-0.1	1	-4	-25	1.4	3	0.5
Cc1ccc(NC(=O)CNC2CCS(=O)(=O)C2)cc1C (stereo not drawn)
  26	7	1.5	-1	-6	7	-0.3	-8	0.4
CCOc1ccc(CCNC(=O)C2CCCN(c3nnc(-n4cccc4)s3)C2)cc1OCC (stereo not drawn)
  -28	15	-1.0	0	-12	4	-0.1	-10	-2.6
O=C(Nc1ccccc1C(=O)N1CCOCC1)C1COc2ccccc2O1 (stereo not drawn)
  -8&2	8&8	-1.5	0	-9	-2	-0.2	-5	-0.7
O=C(CSc1ccc2c(c1)OCCO2)Nc1cccnc1
  -58	4	0.4	5	4	23	0.5	1	-0.9
CCCN1C(=O)COc2ccc(C(=O)c3ccccc3C(=O)O)cc21
  25	4	1.3	1	1	-2	-0.4	-2	-0.2
CN1CCN(C(=S)Nc2ccc(Oc3ccccc3)cc2)CC1
  -45	7	0.2	1	-12	27	-0.1	4	0.2
Cc1cc(NC(=O)COC(=O)COc2ccc(C(=O)c3ccccc3)cc2)no1
  0	17	0.7	0	0	6	-0.3	-3	1.9
Cc1ccccc1C(=O)O/N=C(\N)c1cccc([N+](=O)[O-])c1
  -6	1	0.1	-1	-7	-2	0.3	-2	-5.2

Fetched one by one from the list above (three):
The line under a structure holds: EP2 mod	EP2 antag	PERK inhibitor	Runt-CBFb FRET	RBBP9 inh	Hck-Nef inh	L929 necroptosis	Runt-SMMHC FRET	TNF death inh
CCOC(=O)N1CCC(NC(=O)Cn2cc3c(n2)CCCC3)CC1
  12	6	2.6	1	7	-4	1.3	-2	0.6
Cc1ccc(C(=O)c2ccc(C)cc2)cc1
  38	8	0.3	3	2	0	1.6	3	-4.3
COc1ccc(CCNC(=O)/C(C#N)=C/c2cccc(OCc3ccccc3)c2)cc1OC
  -14	13	-0.1	-12	-12	-1	1.4	-3	3.3
